Bioassay records: PubChem, several laboratories
IMP-1 inhibitor = IMP-1 metallo-beta-lactamase inhibitors, primary screen, biochemical, epi-absorbance readout, Pseudomonas aeruginosa enzyme | purified IMP-1, nitrocefin hydrolysis, epi-absorbance fluorescence | inhibition, % at 5.6 µM | actives 0.45% (n = 290,000);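 active = inhibition above the mean plus 3 SD of all compounds in the same screening run, cut at about 4.5% in these data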;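 also: 0% = IMP-1 with DMSO and 100% = DMSO wells lacking enzyme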
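System: Purified IMP-1 | Read-out basis: Percent enzyme inhibition | Controls: IMP-1 with DMSO as 0%, enzyme-free DMSO as 100% | Replicates: One well per compound | Doses: 5.6 µM nominal single concentration | Detection: Epi-absorbance fluorescence, 480 nm excitation, 530 nm emission | Incubation: 25 °C, 15 min preincubation, 25 min reaction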
HCV NS3 hel inh = inhibitors of HCV NS3 helicase, primary screen, biochemical, Cy5 molecular beacon fluorescence; inhibition, % at 10.9 µM; actives 0.56% (n = 290,000); Hepatitis C virus NS3 helicase; NS3 helicase DNA unwinding; AID 1800, 2009;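 active = inhibition above the mean of all tested compounds plus 3 SD, set per campaign, cut at about 35% in these data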;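 also: 0% = DMSO wells and 100% = thioflavine S control wells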
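Compound dosing – single dose, 10.9 µM nominal final, DMSO 0.8% final · System – NS3 helicase fragment of HCV · Buffer or medium – MOPS pH 6.5, MgCl2, DTT, Tween20, BSA · Signal – Cy5 beacon fluorescence read at start and 1 h · Also added – annealed dual-labelled DNA beacon duplex, ATP-started · Schedule – 1 h at 25 °C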
GPR7 antagonist = GPR7 receptor antagonists, primary screen, cell-based, fluorescence, single concentration. Neuropeptides B/W receptor type 1 (Homo sapiens), P48145. GPR7-expressing cells, fluorescence antagonist assay. inhibition, % at 4.4 µM. actives 1.1% (n = 290,000); in the data active = inhibition above about 16%, passing the limit was not always enough;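 also: cells stimulated with the agonist NPW; 0% = agonist with vehicle and 100% = vehicle without agonist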
Target sequence (P48145 whole entry, looked up): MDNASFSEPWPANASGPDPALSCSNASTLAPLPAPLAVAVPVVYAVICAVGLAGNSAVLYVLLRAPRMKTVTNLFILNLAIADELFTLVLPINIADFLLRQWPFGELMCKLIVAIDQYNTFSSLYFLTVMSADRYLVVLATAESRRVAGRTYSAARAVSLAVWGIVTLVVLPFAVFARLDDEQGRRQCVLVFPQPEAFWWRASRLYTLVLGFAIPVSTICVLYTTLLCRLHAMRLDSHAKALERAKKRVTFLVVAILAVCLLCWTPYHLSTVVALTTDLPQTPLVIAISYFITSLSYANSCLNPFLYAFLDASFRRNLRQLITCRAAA
OXTR ag = human OXTR agonists, primary screen, fluorescence, CHO-OTR cells, Fluo-8 calcium. actives 0.32% (n = 320,000). Fluo-8 calcium fluorescence; normalized: DMSO 0%, oxytocin 100%. activation, % at 3 µM. Oxytocin receptor (Homo sapiens), P30559. AID 2435, 2010;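 active = activation above the mean of all tested compounds plus 3 SD, cutoff set per screening run, cut at about 20% in these data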;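 also: peak over basal fluorescence ratio from a 100 s FLIPR kinetic read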
DNA FID counter = compounds displacing fluorescent DNA intercalator, primary screen, artefact control for HCV NS3 helicase inhibitor project, biochemical, FID fluorescence. DNA fluorescent intercalator displacement. inhibition, % at 7.9 µM. actives 0.17% (n = 290,000); in the data active = inhibition above about 37%;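 also: 0% = vehicle and 100% = reference compound; higher means more ethidium bromide displaced from hairpin DNA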
PHOSPHO1 inh = PubChem AID 1565; actives 1.1% (n = 290,000); recombinant PHOSPHO1, absorbance phosphatase assay; inhibition, % at 13.3 µM; Phosphoethanolamine/phosphocholine phosphatase (Homo sapiens), Q8TCT1; in the data active = inhibition above about 60%
V1R ag counter = agonists of human V1a receptor, primary screen, counter-screen for OXTR agonist project, fluorescence, CHO-V1R cells. Vasopressin V1a receptor (Homo sapiens), P37288. Fluo-8 calcium fluorescence, agonist mode; 0% DMSO, 100% 3 nM vasopressin. activation, % at 3 µM. actives 0.25% (n = 320,000). AID 2797, 2010;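 active = activation above the mean activation of all tested compounds plus 3 SD, per screening run, cut at about 20% in these data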;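 also: signal is peak over basal fluorescence ratio across a 100 second FLIPR read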
Target sequence (P37288 whole entry, looked up): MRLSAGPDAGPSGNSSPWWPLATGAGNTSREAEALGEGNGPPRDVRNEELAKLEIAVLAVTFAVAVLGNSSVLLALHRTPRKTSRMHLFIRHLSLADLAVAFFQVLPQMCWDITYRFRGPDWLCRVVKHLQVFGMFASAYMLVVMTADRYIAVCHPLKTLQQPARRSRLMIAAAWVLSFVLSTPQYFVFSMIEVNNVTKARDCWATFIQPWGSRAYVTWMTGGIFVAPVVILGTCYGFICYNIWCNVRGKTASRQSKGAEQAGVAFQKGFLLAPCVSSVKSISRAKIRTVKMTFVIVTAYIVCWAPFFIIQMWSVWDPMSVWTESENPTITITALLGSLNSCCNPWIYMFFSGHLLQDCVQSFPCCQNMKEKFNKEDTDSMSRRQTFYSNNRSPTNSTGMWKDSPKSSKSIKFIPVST
VIM-2 inh = VIM-2 metallo-beta-lactamase inhibitors, primary screen, biochemical, epi-absorbance readout, Pseudomonas aeruginosa enzyme | purified VIM-2, nitrocefin hydrolysis, epi-absorbance fluorescence | inhibition, % at 5.6 µM | AID 1527, 2009 | actives 0.89% (n = 290,000);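 active = inhibition above the mean of all tested compounds plus 3 SD, cutoff set per screening run, cut at about 7.5% in these data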;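 also: red hydrolysis product quenches plate fluorescence so inhibitors raise well fluorescence; 0% = enzyme with DMSO and 100% = DMSO without enzyme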
GalR3 antagonist = GalR3 antagonists in HEK293 cells, primary screen, cell-based, fluorescence readout; AID 651719, 2012; inhibition, % at 3 µM; actives 0.44% (n = 360,000); HEK293 GalR3-CNG cAMP membrane potential fluorescence; galR3 body fused to GalR1 C-terminus; Galanin receptor type 3 (Homo sapiens), O60755;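 active = inhibition above the screen-wide average plus 3 SD, cut at about 13% in these data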;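 also: forskolin and galanin both at EC90 stimulate the cells; cAMP rise reported by CNG channel membrane potential dye signal; 0% = forskolin plus galanin with DMSO and 100% = forskolin alone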
Starred values were filed as active, the others as inactive; . = no result given; & = joins results of further samples. Not a hit list; about 4.3% have a hit in one of these screens.

molecule,IMP-1 inhibitor,V1R ag counter,DNA FID counter,GalR3 antagonist,GPR7 antagonist,VIM-2 inh,OXTR ag,HCV NS3 hel inh,PHOSPHO1 inh
O=C(Nc1cc([N+](=O)[O-])ccc1Cl)c1cccnc1,-3.6,-0.1,3,-8,-15,0.3,0.1,3,3
C=CCNc1oc(COc2ccc(C)cc2)nc1C#N,-3.6,-1.0,-9,2,24*,-2.6,-2.4,1,2
Cc1csc(SCC(=O)Nc2c(C)n(C)n(-c3ccccc3)c2=O)n1,-4.4,0.3,-4,3,-8,-1.8,-0.4,-2,-14
CS(=O)(=O)N(CC(=O)Nc1cccc([N+](=O)[O-])c1)c1ccccc1F,-4.0,0.6,2,-6,1,-2.6,0.9,-2,35
O=C(Nc1nc2c(Cl)cccc2s1)c1ccc(Br)o1,-5.1,0.4,-2,-7,-5,-2.3,2.2,11,-8
CN(C)S(=O)(=O)c1ccc(C(=O)Nc2ccc(OCC(=O)N3CCOCC3)cc2)cc1,-5.8,0.2,-11,-2,-2,-4.3,0.8,6,-10
CN(C)S(=O)(=O)c1cccc(C(=O)C2=C3SC=C(c4ccccc4)N3CC2)c1,-0.8,0.3,-18,-5,-8,2.7,1.2,16,20
COc1ccc(/C=N\N2CCN(Cc3ccccc3Cl)CC2)cc1,-5.5,0.9,-5,-8,-5,-1.1,-1.0,-7,24
CC(C)(C)c1ccc(/C=C2/SC(N3CCCC3)=NC2=O)cc1,-0.8,-0.6,-35,-4,-18,2.0,-1.9,-13,23
Cc1cccc(C)c1OCC(=O)N(Cc1cccs1)C1CCS(=O)(=O)C1 (stereo unspecified),-3.5,-0.8,-30,-2,-2,-3.7,6.1,-22,15
COc1ccc(/C=N/NC(=O)c2ccc(CN3c4cccc5cccc(c45)S3(=O)=O)cc2)cc1,-1.7,3.3,-12,-2,3,-0.3,1.1,19,-12
COCCSc1nnc(NS(=O)(=O)c2ccc(F)cc2)s1,-5.0,0.9,-5,-4,0,-4.8,0.9,19,37

molecule,IMP-1 inhibitor,V1R ag counter,DNA FID counter,GalR3 antagonist,GPR7 antagonist,VIM-2 inh,OXTR ag,HCV NS3 hel inh,PHOSPHO1 inh
O=C(CSc1nnnn1-c1ccc(F)cc1)c1ccc(O)c(O)c1,-2.1,0.9,-2,-5,9,3.2,0.0,2,-12
CC(C)(O)C#Cc1ccccc1C(=O)NC(CC(N)=O)C(=O)O (stereo unspecified),-1.5,0.2,2,1,-7,-0.7,0.4,-3,-26
COc1ccc(/C=C2\NC(=S)N(CC3CCCO3)C2=O)c(OC)c1C (stereo unspecified),-3.3,-1.2,-23,2,-2,-0.7,-2.3,3,59
CC1Cc2ccccc2N1CC(=O)NCc1ccc2c(c1)OCO2 (stereo unspecified),1.1,0.2,-9,-4,19,-0.9,-2.0,-9,2
O=[N+]([O-])c1c(NCCO)cc(N2CCC3(CC2)OCCO3)c2nonc12,-1.9,0.0,-4,-11,9,1.6,-0.1,6,-9
CC(C)(C)C1=NN(c2ccc([N+](=O)[O-])cc2)C(c2ccccc2)C1 (stereo unspecified),-2.6,0.1,2,-1,-10,-1.7,0.0,-2,20
CCC1C(=O)Nc2nc(-c3ccccc3)c(-c3ccccc3)n2N=C1C (stereo unspecified),1.2,-0.1,-15,0,-6,2.0,-2.6,9,-1
COc1ccc(S(=O)(=O)Nc2ccc(NC(C)=O)cc2)cc1OC,-2.5,0.5,-3,-4,3,-1.4,0.9,-4,4
CCOCc1nnc(NC(=O)C2CCN(C(=O)c3ccco3)CC2)s1,-2.9,0.3,-14,-10,5,-4.1,0.1,0,18
NC(=O)CC(NC(=O)c1cccc(Br)c1)c1ccc(N2CCN(c3ccccn3)CC2)c([N+](=O)[O-])c1 (stereo unspecified),0.4,-0.4,-16,-8,0,-0.2,-0.2,-17,25
Cn1c(=O)c(C(=O)NCc2ccccc2)c(O)c2ccccc21,-0.7,0.5,-4,-7,10,0.1,1.1,-14,35
O=C(Cc1coc2ccc3ccccc3c12)NC1CCCc2ccccc21 (stereo unspecified),-2.8,1.3,-17,-8,4,-1.5,-1.5,-12,9

molecule,IMP-1 inhibitor,V1R ag counter,DNA FID counter,GalR3 antagonist,GPR7 antagonist,VIM-2 inh,OXTR ag,HCV NS3 hel inh,PHOSPHO1 inh
Cc1ccc(C2(C)NC(=O)N(CC(=O)Nc3c(C)n(C)n(-c4ccccc4)c3=O)C2=O)cc1 (stereo unspecified),-3.1,0.0,-9,-6,-5,-0.4,-0.8,-2,0
CCN1CCN(C(C(=O)NC2CCCCC2)c2ccc(Cl)cc2)CC1 (stereo unspecified),-3.2,1.5,12,-4,10,-2.8,0.1,7,6
CN(C)CCCN(C(=O)c1ccc(S(=O)(=O)N2CCc3ccccc32)cc1)c1nc2ccc(F)cc2s1,-2.0,1.7,20,-2,8,-3.0,5.9,-39,37
CCS(=O)(=O)c1cc([N+](=O)[O-])c(Sc2ccccc2NC(C)=O)s1,-2.4,-0.2,-1,-2,-8,-2.6,-0.5,-3,-98
CSc1cccc(NC(=O)CCc2ccccc2)c1,-1.5,-0.5,-1,-2,-3,-0.4,-1.8,-1,42
CCOc1ccc(NC(=S)N2c3ccccc3CC2C)cc1 (stereo unspecified),-2.8,-0.9,2,-2,-4,-2.2,-0.6,-12,1
Cc1ccc(OCc2nnc(SCC(=O)c3cccs3)n2-c2ccccc2)cc1C,-2.8,1.6,-7,-6,5,-2.6,0.2,-10,-30
Cc1ncc2c(c1OC(=O)c1ccccc1)COC(C)(C)OC2,-2.4,-1.1,-25,-3,4,-5.0,-1.7,11,11
O=C(O)c1ccccc1-n1c(-c2ccccc2)cc2c1CCCC2=O,-2.0,0.8,-37,-4,-11,-3.6,1.0,2,32
CCCC(C)C(=O)NCc1ccc2c(c1)OCO2 (stereo unspecified),-0.5,-0.9,3,-1,-9,-1.9,-1.8,-1,-4
CC(NCC1(N2CCOCC2)CCCCC1)C(=O)Nc1ccc(Cl)cc1Cl (stereo unspecified),-2.3,-1.0,1,-3,-5,-3.1,-2.3,1,-3
CSc1ccc2c(c1)C(N1CCN(C)CC1)Cc1ccccc1S2 (stereo unspecified),-4.4,8.8&4.6,20,-8&-18,35*,-0.4,15&15,-71,38

molecule,IMP-1 inhibitor,V1R ag counter,DNA FID counter,GalR3 antagonist,GPR7 antagonist,VIM-2 inh,OXTR ag,HCV NS3 hel inh,PHOSPHO1 inh
CC(=O)N1CCc2ccc(NC(=O)c3c(-c4c(Cl)cccc4Cl)noc3C)cc21,-2.1,0.0,-24,-4,-15,-2.0,-0.8,-12,-23
O=C(CO/N=C/c1ccc(OC(F)F)cc1)N1CCc2ccccc21,0.2,-0.8,-5,0,-4,-1.6,-2.3,0,5
Cc1cc(C)cc(C(=O)Nc2cccc(NC(=O)c3ccco3)c2)c1,0.4,.,-29,-1,-9,0.0,.,-8,26
O=C(c1ccc(C(F)(F)F)cc1)C1CCCN(C(=O)CN2C(=O)CSC2=O)C1 (stereo unspecified),-0.8,2.4,-7,-4,-1,-1.2,1.0,-7,18
Cc1nn(-c2ccccc2)c(C)c1/C=N/NC(=O)CSc1nc2ccccc2c(=O)n1-c1ccc(Br)cc1,-3.6,1.8,0,-3,3,-2.1,-0.5,8,26
CSCCC(NS(=O)(=O)c1ccccc1F)C(=O)OCc1ccccc1Cl (stereo unspecified),-3.3,0.5,-22,3,-4,-1.1,-2.8,-9,2
Cc1ccc(S(=O)(=O)N(CC(=O)NCc2ccncc2)Cc2ccc(F)cc2)cc1,-1.2,2.5,-22,-2,-5,0.1,0.8,-8,15
CCN(CC)CCNC1=CC(=O)OC12CCCCC2,-1.6,1.1,-2,1,10,-1.8,0.5,13,-17
COc1cc(/C=N/Nc2cccc(C)c2)cc(Br)c1O,-3.6,.,0,9,-11,-4.5,.,3,-35
COc1cccc(CNC(=O)C2CCC(CNS(=O)(=O)c3cccc4cccnc34)CC2)c1 (stereo unspecified),-3.5,0.9,-56,-8,-2,-2.1,0.4,10,17
O=C(CN1C(=O)NC2(CCCCCC2)C1=O)NC1CCCCCCC1,-4.5,-0.9,-15,-7,7,-1.9,-0.3,-2,4
CCOC(=O)Cn1c(-c2ccccc2)ccc(C#N)c1=O,-2.7,-0.5,-14,-4,-15,-3.8,-2.7,1,21
N#Cc1ccccc1NC(=O)COC(=O)c1ccc(S(=O)(=O)N2CCCC2)cc1,-3.5,0.5,-4,-3,2,-2.8,1.5,4,-6
O=C(CCc1nnc2ccc(N3CCCCC3)nn12)NCC1CCN(Cc2ccc(F)cc2)CC1,-1.2,-1.9,-1,-1,0,-2.3,-2.5,-5,27
